Screening data from PubChem BioAssay.
mcGAS inh: blocks mouse cGAS activity; Q8C6L5; recombinant cGAS, Kinase-Glo ATP depletion luminescence; inhibition, % at 12.5 µM; 160,000 compounds, 0.15% hits; AID 1259399;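 also: 0% = negative control wells and 100% = reference inhibitor with no enzyme activity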
NPYLR7 ag: activates Aedes aegypti NPYLR7 receptor | HEK293T NPYLR7/Galpha15, GCaMP6s calcium fluorescence | activation, % at 10 µM | 270,000 compounds, 0.15% hits; in the data active = activation above about 40%;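 also: 0% = vehicle and 100% = reference agonist at the receptor; some compounds past the cut are filed as inactive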
hcGAS lum: inhibitors of human cGAS; Q8N884; recombinant h-cGAS, ATP depletion, Kinase-Glo luminescence; inhibition, % at 12.5 µM; 290,000 compounds, 0.081% hits; AID 1259398;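 also: 0% = vehicle reaction and 100% = reaction without DNA for no activity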
Target sequence (Q8N884 whole entry, looked up): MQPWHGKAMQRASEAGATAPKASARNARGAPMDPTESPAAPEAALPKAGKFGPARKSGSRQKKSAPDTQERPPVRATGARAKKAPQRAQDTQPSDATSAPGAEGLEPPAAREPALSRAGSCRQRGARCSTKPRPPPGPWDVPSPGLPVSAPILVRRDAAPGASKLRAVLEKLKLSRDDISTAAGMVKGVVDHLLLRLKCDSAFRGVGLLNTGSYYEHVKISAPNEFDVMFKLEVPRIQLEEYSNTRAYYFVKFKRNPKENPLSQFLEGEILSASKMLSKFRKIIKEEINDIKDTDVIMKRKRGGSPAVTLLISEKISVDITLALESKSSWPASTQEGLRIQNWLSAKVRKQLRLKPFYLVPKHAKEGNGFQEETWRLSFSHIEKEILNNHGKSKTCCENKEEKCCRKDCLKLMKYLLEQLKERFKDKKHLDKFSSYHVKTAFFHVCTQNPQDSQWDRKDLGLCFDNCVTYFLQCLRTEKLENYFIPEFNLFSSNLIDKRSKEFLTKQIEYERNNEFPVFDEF
* marks the source's active call; other numbers are inactive results; / = no result given; & = joins results of further samples. Rule as the data show it, unless noted: active = inhibition above about 40%; inactive = the rest.

SMILES | mcGAS inh | NPYLR7 ag | hcGAS lum
O=C(Nc1ccccn1)C1CCN(Cc2cccc3c2OCCO3)CC1 | / | -22 | 0
CCOC(=O)CN1C(=O)CN(C(=O)c2cccc(C#N)c2)CCC(OC)c2ccccc21 (stereo unspecified) | -6 | 2 | -6
O=C(CCOc1ccccc1)Nc1ccnn1C1CCN(C2CCOCC2)CC1 | / | 3 | -4
O=C(Nc1cnns1)c1cccc(CN2CC=CCC2)c1 | -9 | / | -5
Cn1c(SCC(=O)c2ccc[nH]2)nc2sc3c(c2c1=O)CCCC3 | / | -3 | -3
COc1cc(C(=O)N2CCN(Cc3ccc(-c4noc(-c5cccc(C(F)(F)F)c5)n4)cc3)CC2)ccc1F | -3 | 28 | -4
O=C(Nc1cccc(Cl)c1Cl)NC1CCC(C(F)(F)F)CC1 (stereo unspecified) | / | 0 | 4
Cc1cccc(-c2noc(N3CCOCC3)c2CNCc2ccco2)c1 | / | 0 | -1
CCC(C)C(=O)Nc1c(C)cc(C)cc1C (stereo unspecified) | / | 7 | -7
CC(C)c1ccc(/C=N\Nc2nncn2N)cc1 | / | -6 | -1
CCOC(=O)N1CCN(C(=O)c2ccc3oc(CCCc4ccccc4)nc3c2)CC1 | -10 | 12 | -8
CCOCCCNC(=O)c1cc(NC(=O)c2ccc(F)cc2)ccc1N1CCN(c2ccccc2OC)CC1 | -6 | 0 | -3
CCOc1cc(C)c(C(C)C)cc1S(=O)(=O)NC1CC(C)(C)NC(C)(C)C1 | / | 0 | -6
CCCN(C)c1cc(-c2ccccc2)nc(SCc2cccc(C(=O)N3CCCC3)c2)n1 | -5 | 13 | -5
COC(=O)N1CC[C@@]2(C1)[C@H](O)CN(c1ccccc1)S2(=O)=O | -8 | 0 | -4
Clc1cnc(-c2cccc3cnccc23)nc1 | -19 | 7 | -6
CCC(=O)N(CCOC)Cc1cc(NC(=O)CC(C)C)ccc1N(C)C | -7 | 23 | -3
CC12CN3CC(C)(CN(C1)C3c1cccc(N)c1)C2=O (stereo unspecified) | / | 6 | 1
O=c1[nH]c(Sc2cc(Cl)c3nsnc3c2[N+](=O)[O-])nc2ccccc12 | 7 | -1 | -1
O=C(NCc1ccccc1)c1cc(NC(=O)C(Cl)c2ccccc2)ccc1N1CCCCC1 (stereo unspecified) | -5 | 19 | -9
Cn1c(NC2CCN(Cc3ccccc3)C2)c(C#N)c(=O)n(C)c1=O (stereo unspecified) | / | 7 | -11
C=CCN(CC(=O)N(Cc1ccc(F)cc1)Cc1ccc(C)s1)C(=O)NCC | -5 | -8 | -5
COc1ccc(-c2nc3ccc(C)cn3c2NC(C)(C)CC(C)(C)C)cc1OC | -7 | 6 | -9
CCOC(=O)CCCSc1nnc(-c2cc(OC)cc(OC)c2)n1C1CCCCC1 | -5 | / | -2
C#CCn1c(=NC(=O)c2cc(C)no2)sc2cc(S(C)(=O)=O)ccc21 | -7 | 2 | -1
CC(C)n1cc(CN2CCC3(CC2)CN(C)CCN3C)c2ccccc21 | -9 | -2 | -3
CN(C(=O)c1cccc(NC(N)=O)c1)c1ccc(C(C)(C)C)cc1 | / | 7 | -13
Cc1nnsc1CN(C)C(=O)c1ccc(C2CCCN2)s1 (stereo unspecified) | -15 | 0 | -5
FC(F)(F)c1ccc(Nc2ncnc3[nH]ncc23)cc1 | / | 2 | -9
O=C1OCc2cc(NS(=O)(=O)c3cccs3)ccc21 | / | 1 | -6
Cc1ccnn1-c1nc(-c2ccco2)cc(C(F)(F)F)n1 | / | 12 | -8
O=C(c1nn2c(C(F)(F)F)cc(-c3ccc(Br)cc3)nc2c1Cl)N1CCCCCC1 | -7 | 5 | -8
Cn1ccnc1-c1nccn1CC1CCS(=O)(=O)C1 (stereo unspecified) | / | -3 | -5
Cc1ccccc1-c1nc(Cn2ccnc2-c2ccccn2)c(C)o1 | / | 9 | -10
O=C1/C(=C/c2ccc(Br)cc2)C=C(c2ccccc2)N1c1cccc2ccccc12 | -6 | -2 | -4
CN(CC(=O)N1CCN2C(=O)CNC(=O)C2C1)C1CCCC1 (stereo unspecified) | -17 | 3 | -3
CC(C)(NC(=O)c1cccs1)C(=O)NC1CCN(Cc2ccccc2)C1 (stereo unspecified) | / | 13 | -1
N#Cc1ccc(CS(=O)(=O)NC(=O)CC2CC3CCC2C3)cc1 (stereo unspecified) | / | 3 | 9
Cc1ccc(S(=O)(=O)N2CCN(c3cc(Oc4cc(C)ccc4F)ncn3)CC2C)cc1 (stereo unspecified) | -2 | 0 | -4
COc1ccccc1-c1nnc(SCc2ccc(C)c(C)c2)n1-c1ccccc1 | -4 | / | -3
CC(=O)N1CCC(NC(=O)CN(CC2CC2)C(C)c2ccccc2)CC1 (stereo unspecified) | -17 | -7 | -7
Cc1c(Cl)cccc1NC(=O)C(=O)NCc1ccccn1 | / | 8 | -6
CCn1cc(C(CC(=O)NCCCOC)c2cccc(Cl)c2)c2ccccc21 (stereo unspecified) | -5 | -2 | -2
CCc1cc(C(=O)N2CCCC(c3[nH]ncc3-c3ccc(C)cc3)C2)no1 (stereo unspecified) | / | 5 | -6
CCOC(=O)C1=C(Cn2cc(C(F)(F)F)ccc2=O)NC(=O)NC1C (stereo unspecified) | -4 | 0 | -2
COc1ccc(C(=O)CSc2nc(=O)n3ccccc3n2)cc1 | -1 | 14 | 1
C=CCn1cnc2c(nnn2-c2cc(C)cc(C)c2)c1=O | -8 | -4 | -8
CC1(C(=O)Nc2cccc3cccnc23)CCN1C(=O)CC1CC1 (stereo unspecified) | / | 3 | -13
N#Cc1ccc([N+](=O)[O-])c(O)c1 | / | -7 | 3
Cc1ccc(Cc2nsc(N(CCC(=O)N3CCN(c4cccc(C(F)(F)F)c4)CC3)Cc3ccco3)n2)cc1 | -6 | 16 | -13
CCC(C)N(Cc1ccccc1F)C(=O)c1ccc[nH]c1=O (stereo unspecified) | -10 | 17 | 1
CCc1cccc(NC(=O)N(CC(=O)N(CCc2c[nH]c3ccccc23)Cc2ccc(C(F)(F)F)cc2)C2CC2)c1 | 0 | -6 | 3
CCCc1[nH]n(-c2ccc([N+](=O)[O-])cc2)c(=O)c1/C=N\N1CCN(C)CC1 | / | -3 | -5
COCCN(Cc1nccn1Cc1ccccc1Cl)C(=O)CC(C)C | -5 | 6 | 7
Cn1nc(C2CCN(C(=O)c3cnon3)CC2)n(-c2ccccc2)c1=O | -18 | 28 | -7
COc1cc(OC)cc(C(=O)N2CCN(C(=O)CCCSc3nnc(-c4ccccc4)n3-c3ccccc3C)CC2C)c1 (stereo unspecified) | -4 | 5 | -3
OCC(CO)Nc1cccc(C(F)(F)F)n1 | / | 18 | -4
CC(C)OC(=O)CSc1n[nH]c(=O)[nH]c1=O | -5 | -1 | -8
OCC1(Cc2ccccc2Cl)CCN(Cc2cccn2-c2cccnc2)CC1 | / | 5 | -5
CCN(CC)C(=O)Oc1ccc2c(ccn2Cc2ccc(Br)cc2)c1-c1cc(C)cc(C)c1 | -8 | 25 | -10

20 entries from above, set out differently.
Fields: mcGAS inh, NPYLR7 ag, hcGAS lum
- CCOCCCNC(=O)c1cc(NC(=O)c2ccc(F)cc2)ccc1N1CCN(c2ccccc2OC)CC1
    -6, 0, -3
- CCOc1cc(C)c(C(C)C)cc1S(=O)(=O)NC1CC(C)(C)NC(C)(C)C1
    /, 0, -6
- CCCN(C)c1cc(-c2ccccc2)nc(SCc2cccc(C(=O)N3CCCC3)c2)n1
    -5, 13, -5
- COC(=O)N1CC[C@@]2(C1)[C@H](O)CN(c1ccccc1)S2(=O)=O
    -8, 0, -4
- Clc1cnc(-c2cccc3cnccc23)nc1
    -19, 7, -6
- CCC(=O)N(CCOC)Cc1cc(NC(=O)CC(C)C)ccc1N(C)C
    -7, 23, -3
- CC12CN3CC(C)(CN(C1)C3c1cccc(N)c1)C2=O (stereo unspecified)
    /, 6, 1
- O=c1[nH]c(Sc2cc(Cl)c3nsnc3c2[N+](=O)[O-])nc2ccccc12
    7, -1, -1
- O=C(NCc1ccccc1)c1cc(NC(=O)C(Cl)c2ccccc2)ccc1N1CCCCC1 (stereo unspecified)
    -5, 19, -9
- Cn1c(NC2CCN(Cc3ccccc3)C2)c(C#N)c(=O)n(C)c1=O (stereo unspecified)
    /, 7, -11
- C=CCN(CC(=O)N(Cc1ccc(F)cc1)Cc1ccc(C)s1)C(=O)NCC
    -5, -8, -5
- COc1ccc(-c2nc3ccc(C)cn3c2NC(C)(C)CC(C)(C)C)cc1OC
    -7, 6, -9
- CCOC(=O)CCCSc1nnc(-c2cc(OC)cc(OC)c2)n1C1CCCCC1
    -5, /, -2
- C#CCn1c(=NC(=O)c2cc(C)no2)sc2cc(S(C)(=O)=O)ccc21
    -7, 2, -1
- CC(C)n1cc(CN2CCC3(CC2)CN(C)CCN3C)c2ccccc21
    -9, -2, -3
- CN(C(=O)c1cccc(NC(N)=O)c1)c1ccc(C(C)(C)C)cc1
    /, 7, -13
- Cc1nnsc1CN(C)C(=O)c1ccc(C2CCCN2)s1 (stereo unspecified)
    -15, 0, -5
- FC(F)(F)c1ccc(Nc2ncnc3[nH]ncc23)cc1
    /, 2, -9
- O=C1OCc2cc(NS(=O)(=O)c3cccs3)ccc21
    /, 1, -6
- Cc1ccnn1-c1nc(-c2ccco2)cc(C(F)(F)F)n1
    /, 12, -8

More structures follow:
SMILES | mcGAS inh | NPYLR7 ag | hcGAS lum
COC(=O)C1=C(C)NC2=C(C(=O)CC(c3ccccc3Cl)C2)C1c1cccc([N+](=O)[O-])c1 (stereo unspecified) | -2 | -2 | -2
Cc1cc(CN2CCCC(CNC(=O)c3cccs3)C2)n[nH]1 (stereo unspecified) | / | -6 | -3
O=C(Cc1ccc(-c2ccccc2)cc1)N1CC[C@H](CO)[C@H](O)C1 | -20 | 4 | 2
CCc1nc2c(OCc3ccc(OC)cc3)cccn2c1N(C)C(=O)c1ccncc1 | -4 | -5 | -9
Cc1cc(C)n(-c2cc(NCCNC(=O)c3cccs3)ncn2)n1 | -6 | -7 | -1
CC(C)NC(=O)CN1Cc2ccc(N3CCOCC3)nc2C1=O | -7 | 14 | -4
CCOc1ccc(-c2ccc(OCCNC(=O)COc3ccccc3)nn2)cc1 | -7 | 0 | -10
Cc1nc(CNC(=O)c2cc(Cn3ccnc3C(C)C)[nH]n2)sc1C | -2 | 0 | 0
O=S(=O)(c1ccc(Cl)cc1)C(F)(F)F | / | -7 | -4
c1ccc(Nc2ccc(-n3cnnc3)cn2)cc1 | / | 7 | -3
CCC1CN(Cc2cccc(OC)c2)Cc2cc(OC)ccc2O1 (stereo unspecified) | -13 | 24 | -8
COc1ccc(C2C(C(=O)O)CCC(=O)N2c2ccc(C)cc2)cc1 (stereo unspecified) | -7 | 9 | -14

In another format: entries from further up.
> CC(=O)N1CCC(NC(=O)CN(CC2CC2)C(C)c2ccccc2)CC1 (stereo unspecified)
  mcGAS inh = -17	NPYLR7 ag = -7	hcGAS lum = -7
> Cc1c(Cl)cccc1NC(=O)C(=O)NCc1ccccn1
  mcGAS inh = /	NPYLR7 ag = 8	hcGAS lum = -6

Next part:
SMILES | mcGAS inh | NPYLR7 ag | hcGAS lum
CNC(=O)c1nn(-c2cccc(C(F)(F)F)c2)c(C)cc1=O | / | 4 | -5
CCCC(O)(CCC)c1ccc(CN(Cc2ccc(OC)cc2)C2CC2)o1 | -2 | -14 | -1
CC(=O)c1cccc(CN2CCCC(CO)(Cc3cccc(Cl)c3)C2)c1 (stereo unspecified) | -4 | 3&10 | -11&-2
CCCn1cc2cnc(C(=O)N(C)CC(C)C)cc2c1 | / | 1 | 1
C=CCSc1nc2c(cc1C#N)CCC2 | -3 | 4 | -2
COc1cccc(C(=O)NCc2ccccc2F)c1O | / | 0 | -9
COc1ccc(-n2c(SCc3ccc(C(=O)O)cc3)nnc2-c2ccccc2Cl)cc1 | -6 | -4 | -1
CCOc1ccc(-n2c(C(C)N(Cc3ccccc3)C(=O)Nc3ccc(F)cc3F)nc3ccccc3c2=O)cc1 (stereo unspecified) | -3 | 26 | -6
CSc1nc2c(c(=O)n1-c1ccc(C)cc1)SCC2 | / | -1 | -5
COc1ccccc1OCC(=O)NCC(c1ccc2c(c1)CCCN2C)N1CCN(C)CC1 (stereo unspecified) | / | 6 | -4
CN1C(C(=O)c2ccccc2)=C(N2CCCCC2)c2ccccc2S1(=O)=O | / | 19 | -6
CCOC(=O)N1CCN(C(=O)CSc2nc3c([nH]c4ccccc43)c(=O)n2CCOC)CC1 | -7 | -2 | -6
CCCCN(Cc1ccco1)C(=O)c1cc(S(N)(=O)=O)ccc1C | / | -6 | -5
COCCN(Cc1cnn(C)c1)C(=O)c1onc2ccccc12 | / | -6 | -3
Cc1cccc(NC(=O)Nc2c(C)nc3ccccn3c2=O)c1C | -9 | 9 | -6
O=C(COc1ccc(Br)cc1)Nc1nc(-c2ccc([N+](=O)[O-])cc2)cs1 | -8 | -2 | -6
CN(C)c1ccc(/C=C2\NC(=S)NC2=O)cc1 | -3 | -8 | -4
Cc1ccc(S(=O)(=O)Nc2cc(-c3nn(C)c(=O)c4ccccc34)ccc2N2CCCCC2)cc1 | / | 4 | -10
CCN(CC)c1ccc(CN(Cc2ccc(F)cc2)C(=O)NC(C)C)c(OS(C)(=O)=O)c1 | -4 | 5 | -6
CCOc1cn2c(cc1=O)C(=O)N(CCNC(=O)C(c1ccccc1)c1ccccc1)CC2 | / | 11 | -7
CC(C)S(=O)(=O)CCCNC1(c2ccc(Br)cc2)CCOCC1 | / | 9 | -7
CC(C)(C)C(=O)NCC(=O)Nc1ccc(C(C)(C)C)cc1 | / | 6 | -3
COc1ccc(CCN(C)c2cc(Oc3ccc(F)c(F)c3)ncn2)cc1OC | -8 | -3 | -5
O=C(c1nn2c(c1Cl)NC(c1ccccc1)CC2C(F)(F)F)N1CCN(C(c2ccccc2)c2ccccc2)CC1 (stereo unspecified) | / | -7 | -5
CCNC(=O)C1CCN(Cc2nc(-c3cccc(Cl)c3)oc2C)C1 (stereo unspecified) | / | 2 | -5
CCOC(=O)C1(Cc2ccccc2C)CCCN(C(=O)CN(C)Cc2cccnc2)C1 (stereo unspecified) | / | 4 | 2
